Assay outcomes: PubChem BioAssay, National Center for Advancing Translational Sciences (NCATS)
PTAP TSG101 blk: blocks PTAP/TSG101 interaction to inhibit HIV-1 budding | Q99816 | Fluorescence polarization, FITC-PTAP peptide / Tsg101 binding | Potency, µM (highest dose often 115 µM), for inactives: at the top dose activity change, negative = inhibition, most hits filed as inhibitors | 340,000 tested, under 10 active; active means well fitted inhibition curve with a large enough effect in the main read-out, with a control signal flat, not every such curve was filed as active; inconclusive means small, poorly fitted or top-dose-only effect, or effect the other way, or a change in a side signal; inactive means no such curve, though single readings can be large or run the other way; further: potency means the concentration at half of the fitted maximal effect; % of control where 0% means no effect
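FP read-out: FITC-PTAP peptide, 50 nM final, binding Tsg101 binding domain, 10 uM final; 20 min, r.t.; 10 mM HEPES pH 7.5, 0.15 M NaCl, 0.01% Tween 20, 3 mM EDTA, 0.1 mM TCEP.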
MBNL1 CUG block: inhibitors of human MBNL1 binding to CUG repeat RNA. Potency, µM (titrated, usually from 57.5 µM), for the others: at the highest dose activity change, negative = inhibition, usual class: inhibitors. TR-FRET MBNL1-His/biotin-(CUG)12 binding, 665/545 ratio. actives 0.036% (n = 280,000). Q9NR56; active means well fitted inhibition curve with a large enough effect in the signal ratio, with a control signal flat, not every such curve was filed as active; inconclusive means small, poorly fitted or top-dose-only effect, or effect the other way, or a change in a side signal; inactive means no such curve, though single readings can be large or run the other way; the % refers to the signal ratio; further: potency means the concentration at half of the fitted maximal effect; on the % scale 0 is the no-effect control and ±100 the full control effect
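Compounds (final 92 nM to 58 uM) are added to His-tagged MBNL1 and biotin-(CUG)12, then terbium anti-His antibody and streptavidin-XL665 (5 nM final). After 60 min at room temperature, the 665/545 nm ratio is read.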
TCR activator: activators of T cell receptors; primary human leukocytes, anti-CD3, IL-2 HTRF, 48 h; Potency, µM (top dose mostly 9.22 µM), inactives show at the highest dose activation of IL-2 secretion, most hits filed as activators; 330,000 tested, under 10 active; further: % of control where 0% means no effect
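TCR engagement came from a-CD3 beads alone, with compounds added to primary human leukocytes for 48 hr. Secreted IL-2 bridged europium cryptate- and d2-labelled anti-IL-2 antibodies, giving FRET emission at 665nm after 320nm excitation.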
a7 integrin act: activates integrin-mediated alleviation for muscular dystrophy; alpha7betagal myoblasts, beta-gal FDG fluorescence, 48 h; Potency, µM (top dose mostly 38.3 µM), without a hit: at the top dose activation, most hits filed as activators; actives 0.064% (n = 350,000);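 further: potency means the concentration at half of the fitted maximal effect; 100% = response of the positive control SU9516; nearly all actives have a fitted effect of over 60% in size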
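Alpha7betagal+/- myoblasts (passage 13) were plated 16-24 hr, then exposed to compounds (1:260 dilution of DMSO stock) for 48 hours at 37C. After MPER lysis, β-galactosidase reporter activity was read as FDG fluorescence (ex 480/em 540) after 30 minutes.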
TSHR antagonist: human thyrotropin receptor antagonism; activity change, negative = inhibition, % at 11.5 µM; P16473; actives 0.2% (n = 330,000); TSHR-expressing cells, TSH-stimulated cAMP HTRF, 2 h; stronger effect = lower value; AID 504810;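 active means activity change below a set negative limit, meaning inhibition stronger than a set level, cut at about -70% in these data; inconclusive means activity change between two set negative limits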; further: on the % scale 0 is the no-effect control and ±100 the full control effect
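Antagonism was scored as loss of TSH-driven cAMP in TSHR cells, stimulated with 4nM TSH (EC80) for 2 hours at 37 deg C and detected by homogeneous HTRF competition immunoassay.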
Menin-MLL TR inh: displaces Texas Red mutant MLL peptide from human menin; O00255; Menin + Texas Red MLL mutant peptide, fluorescence polarization; Potency, µM (doses to about 61.6 µM), without a hit: at the highest dose FP activity change, negative = inhibition, actives largely listed as inhibitors; actives 0.23% (n = 270,000); active means well fitted inhibition curve with a large enough effect in the polarisation, with a control signal flat, not every such curve was filed as active; inconclusive means small, poorly fitted or top-dose-only effect, or effect the other way, or a change in a side signal; inactive means no such curve, though single readings can be large or run the other way; the % refers to the polarisation; further: potency means the concentration at half of the fitted maximal effect; % of control where 0% means no effect; many of its hits are not listed in these tables
Mito fusion act: blocks mitochondrial division or promotes mitochondrial fusion. AID 485298. actives 0.23% (n = 320,000). Potency, µM (titrated, usually from 46.1 µM), for inactives: at the highest dose growth rescue (activation), hits mostly activators. S. cerevisiae fusion-defective mutant growth rescue, CellTiterGlo 48 h;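 further: potency means the concentration at half of the fitted maximal effect; % of control where 0% means no effect; nearly all actives have a fitted effect of over 45% in size; temperature-sensitive fusion mutants such as fzo1-1 at 37 °C on non-fermentable ethanol glycerol medium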
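S. cerevisiae fusion-defective temperature-sensitive mutants (e.g. fzo1-1, mgm1-5) grown 48 h at 37C in YPEG (ethanol/glycerol non-fermentable) medium with 23 nl compound per well; growth rescue read as CellTiterGlo luminescence.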
S-ASM inh: blocks human secretory acid sphingomyelinase. placental ASM, HMU-PC fluorogenic substrate, 60 min. Potency, µM (doses to about 57.5 µM), for the others: at the highest dose activity change, negative = inhibition, hits mostly inhibitors. actives 0.006% (n = 340,000). AID 504937; further: potency means the concentration at half of the fitted maximal effect
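HMU-PC0 cleavage (9 uM final) by human placental ASM, 60 min at 37 °C following 10 min compound exposure at RT; stopped at pH 10, fluorescence Ex 386/Em 447 nm.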
AT treatment: candidate therapy for ataxia-telangiectasia; […] A-T fibroblasts, KAP-1 phosphorylation AlphaLISA; neocarzinostatin DNA damage 30 min before lysis; Potency, µM (series often up to 57.5 µM), for inactives: at the highest dose activation, most hits filed as activators; actives 0.19% (n = 320,000); AID 485349; further: potency means the concentration at half of the fitted maximal effect; % of control where 0% means no effect; nearly all actives have a fitted effect of over 45% in size
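hTERT-immortalized A-T patient fibroblasts ([…]), 500 cells/well in OPTI-MEM, 1% FBS, got compounds for 60 min, then NCS for 30 min at 37C. Lysates were then assayed for phospho-KAP-1 by AlphaLISA (anti-pKAP1 donor, anti-KAP1 acceptor beads), 6 hr at 25C.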
CXXC DNA block: MLL CXXC-DNA interaction inhibition | Q03164 | MLL-CXXC / FITC-HOXA9 DNA fluorescence polarization | Potency, µM (doses to about 115 µM), without a hit: at the top dose activity change, negative = inhibition, usual class: inhibitors | actives 0.037% (n = 290,000); active means well fitted inhibition curve with a large enough effect in the polarisation, with a control signal flat, not every such curve was filed as active; inconclusive means small, poorly fitted or top-dose-only effect, or effect the other way, or a change in a side signal; inactive means no such curve, though single readings can be large or run the other way; the % refers to the polarisation; further: potency means the concentration at half of the fitted maximal effect
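Purified MLL-CXXC (added from a 7 uM solution) was preincubated 5 min at ambient with pinned compounds in 50 mM Tris-HCl pH 7.5, 50 mM NaCl, 1 mM DTT, 0.05% BSA. Fluorescein-labeled HOX-A9 DNA (50 nM solution) followed, 30 min, then polarization read.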
* marks the source's active call; other numbers are inactive results; ? = inconclusive; . = no result given; [ ] = remark or other dose. Unless noted, the call rests on the fitted dose curve; in most records, active means well fitted curve in the direction sought with a large enough effect; inconclusive means small, poorly fitted or top-dose-only effect, or another doubt; inactive means no such curve, though single readings can be large; an effect the other way counts as inactive or inconclusive.

SMILES | PTAP TSG101 blk | MBNL1 CUG block | TCR activator | a7 integrin act | TSHR antagonist | Menin-MLL TR inh | Mito fusion act | S-ASM inh | AT treatment | CXXC DNA block
CSc1nc(O)c(Nc2cccc(Cl)c2)c(=O)[nH]1 | 0% | -4% | 1% | -14% | -4 | 0% | 15% | 2% | 6% | 6%
CCCCN(C)CCN1C(=O)C2C(C(=O)Nc3ccc(Cl)cc3)C3C=CC2(O3)C1C(=O)NC1CCCCC1 (configuration not stated) | -5% | -3% | -3% | -28% | -13 | -8% | -4% | 2% | 8% | 0%
C=CCOc1ccc(CNn2c(C)n[nH]c2=S)cc1OC | -1% | -9% | 1% | -5% | 16 | 27% | 0% | 2% | -11% | -9%
O=S(=O)(Nc1ccc(F)cc1)c1ccc(NS(=O)(=O)c2cccs2)cc1 | -6% | -8% | -1% | -12% | -2 | 15% | -2% | -1% | 0% | -3%
CC1(C)CC(=O)C2=C(C1)c1c(ccc3ccccc13)NC2c1ccco1 (configuration not stated) | -1% | 8% | . | -18% | -19 | 8% | 21% | . | 11% | 10%
CCN(CC)c1ccc(C(=O)NNC(=O)CN2C(=O)NC3(CCCCC3)C2=O)cc1 | 1% | . | 0% | -11% | -2 | . | -6% | 3% | 1% | .
COc1ccc(NS(=O)(=O)c2cccc(C(=O)N/N=C/c3ccccc3OC)c2)cc1 | 0% | . | 5% | 8% | -10 | . | 12% | -11% | -2% | .
CCc1nc2ccc(C(=O)Nc3ccc(NC(C)=O)cc3)cc2nc1CC | -4% | 16% | -1%[46.1 µM] | 10% | 3 | 17% | 0% | -1% | -4% | 5%
COc1cccc(/C=N/NC(=O)CNC(=O)COc2ccccc2)c1O | -1% | 1% | -6% | -23% | -9 | . | 2% | 31% | 7% | 7%
Cc1cccc(Nc2cc(C)nc3ccccc23)c1 | -3% | 5% | 8% | 0% | 9 | -7% | 1% | 0% | 4% | -13%
CCSc1ccccc1C(=O)NCc1ccc(OC)cc1 | -5% | -1% | -2% | -5%[7.66 µM] | 27 | -1% | -3% | 1% | -3% | 18%
CCOc1ccc(S(=O)(=O)N2CCN(CC)CC2)cc1NC(=O)c1ccccc1F | -1% | 0% | 0% | -15% | 4 | -2% | 1% | -1% | 1% | -4%
O=C1/C(=C/c2cccnc2)Cc2ccc(Cl)cc21 | 0% | . | -6% | 21% | 33 | . | 2% | 3% | 5% | .
Cc1nn(C)c(C)c1CCC(=O)NC1CC(C)(C)Cc2c1cnn2-c1ccccc1 (configuration not stated) | -1% | -8% | 0% | -10% | 5 | . | -1% | 1% | -10% | -6%
Cc1cc(N2C(=O)C(O)=C(C(=O)c3cccs3)C2c2cccc(O)c2)no1 (configuration not stated) | -7% | ? | -3% | -6% | 4 | 22% | 0% | -3% | -1% | -14%
COc1ccc(C(C(=O)NC(C)(C)C)N(C(=O)CCC(=O)Nc2cc(C)on2)c2ccccc2F)cc1 (configuration not stated) | 0% | 4% | 5% | 14% | -3 | ? | -6% | -4% | -2% | -3%
Cc1c(C(=O)N2CCOCC2)cc(C(C)(C)C)n1-c1ccccc1 | -8% | -9% | 1% | -6% | -13 | . | 1% | 3% | -6% | -1%
COc1ccc(OC)c2[nH]c(=O)c(CCNC(=O)C(C)C)cc12 | 1% | 3% | -6% | -25% | 7 | -6% | -2% | 5% | -8% | 5%
COc1ccc(CC(=O)N2CCN(C(=O)Cc3ccc(OC)cc3)CC2)cc1 | -9% | 2% | -1% | -31% | -1 | -29% | 1% | -1% | 3% | -6%
CCOC(=O)C1=C(C)N(C)C(=O)NC1c1cc2c(cc1Br)OCO2 (configuration not stated) | -6% | -6% | 5% | -3% | 1 | -13% | 4% | -2% | 2% | -4%
CN(C)CCSc1nc(N)c2c3c(sc2n1)COC(C)(C)C3 | -1% | ? | -2%[46.1 µM] | -9%[7.66 µM] | 12 | 2% | -2% | -6% | 1% | 1%
COc1cccc(C2SCC(=O)N2c2ccc(Cl)cc2)c1OC (configuration not stated) | 0% | . | 5%[46.1 µM] | -19% | 9 | -12% | 7% | 4% | -2% | -8%
CN(CCO)C(=O)c1cccc2c1-c1ccccc1C2=O | -4% | ? | 2% | 4% | 19 | -2% | 1% | 0% | 13% | 2%
COc1ccc(OC)c(/C=C/c2ccnc3ccccc23)c1 | -2% | . | -2% | -38% | . | . | . | 224%[activator] | . | .
CCC(Sc1nc2c(c(=O)n1CC)SC(C)C2)C(=O)OC (configuration not stated) | 0% | ? | -3% | -5% | -3 | 0% | 1% | -4% | 1% | 0%
CCN1CCN(c2ccc(S(=O)(=O)N3CCCCC3)cc2NC(=O)c2ccc(OC(F)F)cc2)CC1 | -3% | . | 0% | -26% | -5 | . | -3% | . | -1% | .
COc1ccc(-c2ccc3c(c2)C2CC3CCN2C(=O)C2CCCCC2)cc1 (configuration not stated) | 3% | . | -2% | -16% | . | . | . | -14% | . | .
O=C1CCCCC1Oc1ccc2ccc(=O)oc2c1 (configuration not stated) | -6% | 0% | -2% | -51%[inhibitor] | 0 | 1% | 14% | 20% | -11% | -3%
O=C(CSc1nccn1-c1cccc(F)c1)NC1CCCC1 | -3% | . | 0% | 17% | -14 | . | . | 3% | -5% | .
S=C(Nc1ccc(Cl)cc1Cl)N1CCCC1 | -3% | -2% | 0% | -23% | 10 | . | -6% | -2% | 8% | 8%
CCNC(=O)NC(=O)C(C)Sc1nc2ccccc2c(=O)n1-c1cccnc1 (configuration not stated) | -7% | -3% | 0% | -10% | 1 | -8% | 3% | -1% | -5% | -7%
Cc1ccc(N(CC(=O)NCc2ccco2)C(=O)CCC(=O)Nc2nccs2)c(C)c1 | -5% | 4% | 2% | 0% | -6 | -11% | 1% | 2% | -2% | -2%
Cn1c(CN2CCOCC2)nnc1SCC(=O)Nc1cc(Cl)ccc1Cl | -5% | -6% | 7% | ? | 4 | 20% | -3% | 1% | 8% | 0%
O=C(COc1ccc(Cl)cc1)NCc1nnc(SCC(=O)NC2CCCC2)o1 | -3% | -5% | -24% | 16% | . | -7% | -1% | -1% | . | -5%
O=C(Cn1nnc(-c2cccs2)n1)N1CCOCC1 | -1% | -19% | 1% | 17% | 7 | 12% | 4% | 3% | -10% | -4%
CCOCCn1c(=O)c2c(nc3n2CCN3c2ccc(C)cc2)n(C)c1=O | -4% | . | 3% | 10% | . | . | . | 0% | . | .
C#Cc1cccc(C(=O)N2CCCC(CCC(=O)NCc3ccccc3F)C2)c1 (configuration not stated) | -1% | . | 0% | -6% | . | . | . | -3% | . | .
COc1ccccc1C(=O)NC(CCSC)C(=O)NCCCn1nc(C)cc1C (configuration not stated) | -2% | . | -15% | -3% | -4 | . | 0% | 3% | -3% | .
CN1[C@@H]2CC[C@H]1CC(OC(=O)C(O)c1ccccc1)C2 (some centres not stated) | -1% | . | -6% | . | 0 | . | -2% | 3% | 31% | .
CN(C(=O)COC(=O)COc1ccc(Cl)cc1)C1CCCCC1 | -5% | -4% | -2% | -10% | -7 | -2% | 4% | 3% | 0% | 5%
CC(C)C[C@@H](C(=O)NC1CC1)N1C(=O)N2CCc3c([nH]c4ccccc34)[C@@]2(C)C1=O | -2% | -3% | -2% | 2% | -6 | -9% | 1% | 1% | -14% | 4%
Cn1nnnc1Sc1ncnc2scc(-c3ccsc3)c12 | 0% | . | 8% | . | 35 | . | . | 1% | 54% | .
CCCC(C)C(=O)N(Cc1ccccc1)c1ccccn1 (configuration not stated) | -4% | -2% | 2% | 20% | -6 | -14% | -3% | 1% | 2% | 10%
O=C(CSc1ncn[nH]1)N1N=C2/C(=C/c3ccco3)CCCC2C1c1ccco1 (configuration not stated) | -8% | 9% | 1% | -5% | 10 | -14% | 2% | -3% | 0% | 14%
CN(C)c1ccc(NC(=O)CSc2nc(N)c(C(=O)Nc3ccc(N(C)C)cc3)s2)cc1 | 4% | 11% | 1% | -14% | -21 | ? | 1% | -9% | -6% | 3%

Some of the compounds tested; count on the stated rates, not on these rows.
